Screening results: PubChem, National Center for Advancing Translational Sciences (NCATS)
Pf growth 48h: P. falciparum growth inhibition at 48 hours (one generation); P. falciparum luciferase growth in erythrocytes, 48 h; Potency, µM (doses to about 28.7 µM), inactives show at the top dose activity change, negative = inhibition, actives largely listed as inhibitors; 5.9% of 310,000 active; AID 504832; further: potency means the concentration at half of the fitted maximal effect; on the % scale 0 is the no-effect control and ±100 the full control effect
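Cell-based growth assay: transgenic P. falciparum expressing firefly luciferase, cultured in red cells within RPMI 1640 containing 0.5% w/v Albumax, 24 mM bicarbonate and gentamycin. A drop in luciferase activity indicates inhibition.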
CHX counter: counter-screen for Shiga toxin inhibitors: cycloheximide protein synthesis inhibition | cell reporter, cycloheximide protein synthesis inhibition counterscreen | max response, % | AID 2314 | 12% of 300,000 active; in the data active means max response mostly above about 13%, no sharp cut-off; inactive means mostly below about 14%; further: read at 38.3 µM for the half of the compounds with a filed dose; 0% is about no effect
Sm TGR inh: S. mansoni TGR enzyme inhibition; Q962Y6; purified TGR, DTNB reduction, TNB absorbance 405 nm; Potency, µM (highest dose often 114 µM), for the others: at the highest dose activity change, negative = inhibition, actives largely listed as inhibitors; 3% of 360,000 active; AID 485364; further: potency means the concentration at half of the fitted maximal effect; on the % scale 0 is the no-effect control and ±100 the full control effect; nearly all actives have a fitted effect of over 60% in size
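TGR 20 nM + NADPH 100 uM (dispensed conc.), cpd preinc 15 min RT; start with NADPH (500 uM addition) then DTNB (15 mM addition). Kinetic TNB absorbance, 405 nm filter. Four-parameter Hill fit across titration.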
Pf growth 96h: P. falciparum growth inhibition at 96 hour, primary screen for plastid delayed-death inhibitors | AID 504834 | P. falciparum luciferase reporter growth, 96 h | 6.9% of 320,000 active | Potency, µM (titrated, usually from 28.7 µM), for inactives: top-dose activity change, negative = inhibition, usual class: inhibitors; further: potency means the concentration at half of the fitted maximal effect; on the % scale 0 is the no-effect control and ±100 the full control effect
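96 h incubation, 37 C, 5% CO2, of luciferase-reporter P. falciparum-infected RBCs (2% hematocrit, 0.05% parasitemia final) with test compounds; endpoint luminescence.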
Shiga inhibitor: inhibitors of Shiga toxin in Vero cells | Vero cells, Shiga toxin protein synthesis inhibition reporter | inhibition, % at 38.7 µM | 9.2% of 290,000 active; in the data active means inhibition mostly above about 28%, no sharp cut-off; inactive means mostly below about 43%; further: 0% is about no effect
FBPA Giardia inh: inhibitors of Giardia lamblia fructose-1,6-bisphosphate aldolase; A8B2U2; purified Giardia FBPA; Potency, µM (titrated, usually from 59.6 µM), without a hit: at the highest dose activity, negative = inhibition, most hits filed as inhibitors; 0.71% of 290,000 active; AID 2451; further: potency means the concentration at half of the fitted maximal effect; on the % scale 0 is the no-effect control and ±100 the full control effect; nearly all actives have a fitted effect of over 55% in size
Target sequence (A8B2U2 whole entry, looked up): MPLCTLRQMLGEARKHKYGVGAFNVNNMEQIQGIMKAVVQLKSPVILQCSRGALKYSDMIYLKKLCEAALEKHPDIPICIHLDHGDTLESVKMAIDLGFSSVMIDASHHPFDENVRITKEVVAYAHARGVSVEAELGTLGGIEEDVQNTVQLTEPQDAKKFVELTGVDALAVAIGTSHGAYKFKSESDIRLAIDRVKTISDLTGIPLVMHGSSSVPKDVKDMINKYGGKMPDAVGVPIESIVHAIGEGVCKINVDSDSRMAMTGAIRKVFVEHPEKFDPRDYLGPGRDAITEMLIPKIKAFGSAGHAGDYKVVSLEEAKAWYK
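40 nM FBPA preincubated 10 min at RT with compound (up to 57.5 uM final), then substrate plus GAPDH/TPI/NAD/arsenate coupling and diaphorase/resazurin added. Fluorescence read after 20 min at RT, 525/598 nm.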
Numbers without * were called inactive; i = inactive; ? = inconclusive; nt = no result given; & = joins results of further samples; [ ] = dose if it differs, or a comment. Unless noted, the call rests on the fitted dose curve; in most records, active means well fitted curve in the direction sought with a large enough effect; inconclusive means small, poorly fitted or top-dose-only effect, or another doubt; inactive means no such curve, though single readings can be large; an effect the other way counts as inactive or inconclusive.

Start of the data: the first 2 compounds, ahead of the listing:
Compound,Shiga inhibitor,FBPA Giardia inh,Pf growth 48h,CHX counter,Pf growth 96h,Sm TGR inh
O=C(CNC(=O)c1ccccc1)NCCc1nc2ccccc2[nH]1,5,0%,13%,1,nt,-1%
CC(C)CC(=O)Nc1nnc(S(=O)(=O)Nc2ccccc2)s1,-1,2%,-3%,-2,43%[activator],-5%

The whole of this part (from the top)
Compound,Shiga inhibitor,FBPA Giardia inh,Pf growth 48h,CHX counter,Pf growth 96h,Sm TGR inh
O=C(CNC(=O)c1ccccc1)NCCc1nc2ccccc2[nH]1,5,0%,13%,1,nt,-1%
CC(C)CC(=O)Nc1nnc(S(=O)(=O)Nc2ccccc2)s1,-1,2%,-3%,-2,43%[activator],-5%
CCc1nc2ccc(C(=O)NCc3ccco3)cc2nc1CC,-16,2%,?,7,nt,28µM*
COc1ccc(Cn2cc(F)c(=O)n(CCC(C)C)c2=O)cc1[N+](=O)[O-],3,3%,-23%,6,?,-2%
N#Cc1c(NC(=O)COC(=O)c2ccc(S(=O)(=O)N3CCCC3)cc2)sc2c1CCCCC2,-2,-10%,5%,0,28%,4%
COc1cc2c(cc1OC)C(C)N(S(=O)(=O)c1cccs1)CC2 (stereo unspecified),-9,-7%,-21%,1,-25%,-19%
Cc1cccc(-n2nnc(C(=O)NCc3ccc4c(c3)OCO4)c2N)c1,-9,-9%,10%,1,0%,3%
CC1Sc2ccc(S(=O)(=O)CCC(=O)N3CCN(c4ccccc4F)CC3)cc2NC1=O (stereo unspecified),16,4%,?,-1,-26%,-20%
Cc1ccc(SCCNC(=O)/C=C/c2ccccc2Cl)cc1,18,-10%,?,6,?,24%
CCc1ccc(C(=O)CN2CCSC2=N)cc1,71*,5%,278%[activator],83*,344%[activator],-4%
COc1cccc(C2=CC(=O)CC(C)(C)C2)c1OC,nt,nt,22%,nt,35%[activator],2%
N#Cc1cccc(Nc2c3c(nc4ccccc24)CCC3)c1,-10,2%,?,-2,-19%,10%
CCOc1ccc(CCNC(=O)COC(=O)COc2ccccc2C)cc1OCC,nt,nt,-6%,nt,31%[activator],-6%
COc1ccc(NC(=O)CN(c2ccccc2)S(=O)(=O)N(C)C)cc1OC,20,-19%,14%,6,16%,2%
O=C(NC(=S)Nc1ccc(S(=O)(=O)N2CCCCC2)cc1)c1ccc(Cl)cc1,28,4%,nt,0,-31%,?
CSC(=NC1CCCCC1)NS(=O)(=O)c1ccccc1,11,-4%,nt,-2,?,0%[11.4 µM]
Fc1ccc(-n2c(-c3ccco3)nc3nc4ccccc4nc32)cc1,-11,0%,6%,-5,?,0%
Cc1ccc(NC2=NC(C(=O)Nc3ccc(C)c(C)c3)CC(=O)N2)cc1 (stereo unspecified),-13,-1%,3%,-2,nt,3%
CC1CCCC(C)N1C(=O)Cn1c(SCC(=O)Nc2ccc3c(c2)OCO3)nc2ccccc21 (stereo unspecified),-13,0%,?,-2,13µM*,0%
Cc1nnc(SCC2=C(C(=O)O)N3C(=O)C(NC(=O)C(C)n4nc(C(F)(F)F)cc4C)C3SC2)s1 (stereo unspecified),-16,6.3µM*,-6%,15,-1%,7.1µM*
O=C(CSc1nc2c([nH]c3ccccc32)c(=O)n1-c1ccccc1)N1CCOCC1,-5,3%,-10%,-3,-4%,-8%&8%
Cc1cc(C)c(NC(=O)CSCc2c(C)noc2C)c(C)c1,nt,nt,1%,nt,10%,-23%
CCOCCCNc1nc2c(c(=O)n(C)c(=O)n2C)n1CCCc1ccccc1,-16,2%,?,-4,0%,0%
COc1cccc(OC)c1C(=O)Nc1cc(Cl)ccc1N1CCOCC1,-5,4%,0%,2,26%,-12%
Cn1cnc([N+](=O)[O-])c1SCC(O)CN1CCCCC1 (stereo unspecified),-9,0%,-4%,9,18%,-1%
CC1=CC(C)(C)N(S(=O)(=O)c2ccc(C)cc2)c2cc(C)ccc21,14,12%,nt,-1,9.3µM*,5%
CSCCC(NS(=O)(=O)c1ccc2c(c1)c(=O)n(C)c(=O)n2C)C(=O)NC1CCN(Cc2ccccc2)CC1 (stereo unspecified),-6,4%,-10%,-4,33%[activator],12%
CCN(C(=O)CN1CCN(C)CC1)c1c(N)n(Cc2ccccc2)c(=O)[nH]c1=O,nt,nt,3%,nt,-17%,6%
O=C(N1CCOCC1)N1CCN(S(=O)(=O)c2ccc(Cl)cc2)C1,-6,10%,13%,-4,13%,29%
O=C(O)/C=C(\Oc1ccccc1)C1(O)CCCCC1,-7,11%,34%[activator],-1,0%,-26%
CN(CC(=O)N1CCOCC1)S(=O)(=O)c1cc(Cl)ccc1Cl,-5,1%,9%,5,103%[activator],-1%
CC(=C1C(=O)c2ccccc2C1=O)N1CCN(C/C=C/c2ccccc2)CC1,-18,-19%,-15%,9,nt,?
Cc1ccc(CNC(=O)CCC2CCCN(Cc3cccc4c3OCO4)C2)o1 (stereo unspecified),-4,1%,-7%,-2,0%,?
COc1ccccc1CNC(=O)CCN=C1NS(=O)(=O)c2ccccc21,nt,nt,?,nt,?,-2%
COc1cccc(/C=C/C(=O)OCC(=O)NCC2CCCO2)c1 (stereo unspecified),-2,0%,41%[activator],1,39%[activator],-22%
COc1ccc(CN2CCN(C(=O)c3cc(C4CC4)nn3-c3ccccc3)CC2)cc1F,nt,nt,8.3µM*,nt,12µM*,-23%
COc1ccc2[nH]cc(C(=O)CN3CC(C)CC(C)C3)c2c1 (stereo unspecified),7,-1%,-6%,-3,19%,-30%
Cc1oc(-c2cccc(Cl)c2)nc1CN1CCC(C(=O)NCCCN2CC(C)CC(C)C2)CC1 (stereo unspecified),-3,nt,7.4µM*,-1,-26%,-7%
O=S(=O)(c1ccccc1F)N1CCN(CCc2ccccc2)CC1,5,14%,0%,1,32%[activator],19%
Cc1ccccc1NC(=O)C1CCN(C(=O)NC2CCCCC2)CC1,-5,6%,-5%,-3,14%,3%
COC(=O)c1ccc(Nc2ncnc3c2cnn3-c2cccc(C)c2)cc1,9,3%,7%,10,?,-23%
CCCCn1c(N)c(N(CCOC)C(=O)CCNC(=O)c2ccccc2Cl)c(=O)[nH]c1=O,-4,-2%,-6%,-3,30%,11%
O=C(CN1C(=O)c2ccccc2C1=O)Nc1nc(-c2cccc([N+](=O)[O-])c2)cs1,-10,0%,nt,-3,-1%,-1%
CCCCN(Cc1cc2ccccc2[nH]c1=O)S(=O)(=O)c1ccc(C)cc1,7,-9%,-5%,0,77%[activator],10%
CCOC(=O)NC(NCc1ccccc1)(C(F)(F)F)C(F)(F)F,11,1%,9%,-1,?,-4%
CC(C)(C)c1cc2cccnc2n1Cc1ccccc1,-7,3%,-29%,0,?,-12%
CC(C)(C)c1ccc(C(CC(=O)O)NC(=O)c2ccccc2F)cc1 (stereo unspecified),-7,18%,9%,-5,33%[activator],2%
CCOc1ccc(-c2nnc(NC(=O)Cc3cc(OC)c(OC)c(OC)c3)o2)cc1,73*,5%,-5%,18*,10%,20%
Cc1ccc(C2=NNC(=O)C(c3c[nH]c4ccccc34)C2)cc1 (stereo unspecified),30,-1%,-11%,16,29%,-9%
C[C@@H]1C(c2ccc(F)cc2)=NN(c2ccccc2)[C@H]1C(=O)N1CCOC1=O,i,-17%[89.2 µM],nt,1,nt,nt
O=C(COc1ccc(-n2cnnn2)cc1)NCCc1ccc(F)cc1,-13,7%,4%,-1,27%,-35%
CN(C)c1ccc(S(=O)(=O)N2CCCCC2)cc1NC(=O)COc1ccccc1F,16,3%,?,-5,-14%,2%
Cc1nnsc1C(=O)Nc1ccccc1Cl,-13,2%,6%,-1,-19%,-4%
O=C(O)c1ccc(C(=O)O)c(C(=O)c2ccc(NC(=O)c3ccccc3)cc2)c1,-5,-3%,3%,-2,0%,-25%
CC1=C(C)CC2C(=O)N(Cc3ccccc3)C(=O)C2C1 (stereo unspecified),-8,0%,nt,-2,?,-1%
O=C(O)c1ccccc1CSc1ccccn1,-19,4%,12%,4,?,1%
C[C@H](CCC(=O)O)[C@H]1CC[C@H]2[C@@H]3CC[C@@H]4C[C@H](O)CC[C@]4(C)[C@H]3CC[C@]12C,3,?,1%,8,24%,2%
COc1ccc(-c2cc(=O)c3c(O)c(OC)c(O)cc3o2)cc1,45*,3%,189%[activator],37*,410%[activator],-8%
CCOc1cccc(NC(=O)C2CC(=O)N(C)C2)c1 (stereo unspecified),-16,4%,11%,-3,nt,2%
CC1C2Cn3c(nc4ccccc43)C1N(C(C)C)O2 (stereo unspecified),-10,-2%,57%[activator],-8,5%,2%

Shown as labelled records: entries from further up.
CC(C)(C)c1cc2cccnc2n1Cc1ccccc1
  Shiga inhibitor: -7
  FBPA Giardia inh: 3%
  Pf growth 48h: -29%
  CHX counter: 0
  Pf growth 96h: ?
  Sm TGR inh: -12%
CC(C)(C)c1ccc(C(CC(=O)O)NC(=O)c2ccccc2F)cc1 (stereo unspecified)
  Shiga inhibitor: -7
  FBPA Giardia inh: 18%
  Pf growth 48h: 9%
  CHX counter: -5
  Pf growth 96h: 33%[activator]
  Sm TGR inh: 2%
CCOc1ccc(-c2nnc(NC(=O)Cc3cc(OC)c(OC)c(OC)c3)o2)cc1
  Shiga inhibitor: 73*
  FBPA Giardia inh: 5%
  Pf growth 48h: -5%
  CHX counter: 18*
  Pf growth 96h: 10%
  Sm TGR inh: 20%

The list continues:
Compound,Shiga inhibitor,FBPA Giardia inh,Pf growth 48h,CHX counter,Pf growth 96h,Sm TGR inh
Cc1ccc2cc(C#N)c(SCC(=O)N3CCCc4ccccc43)nc2c1C,-6,3%,?,-2,?,3%
Cc1ccc(C2=NN3C(C2)c2ccccc2OC32C(=O)Nc3ccccc32)cc1 (stereo unspecified),78*,-13%,-33%,42*,-20%,0%
O=C(COC(=O)c1ccc(F)cc1)Nc1ccccc1N1CCOCC1,-6,1%,-19%,-4,-28%,3%
CCn1c(SCC(=O)c2ccc(C)cc2)nnc1-c1ccncc1,17,-7%,nt,17,?,0%
